LYP phosphatase = PTPN22 lymphoid phosphatase activity blockers – biochemical, fluorescence intensity, uHTS (AID 1779). 290,000 tested, 0.054% active. recombinant LYP phosphatase, fluorescence intensity; higher % means a stronger effect. one-dose inhibition, % at 11.5 µM; IC50 in µM for titrated hits;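 note: plate controls were vehicle with enzyme for no effect and no enzyme for full effect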
XIAP displacement = XIAP antagonists, biochemical, IAP family, fluorescence polarization (AID 1018). XIAP BIR domain, fluorescence polarization peptide displacement; higher % means a stronger effect. one-dose displacement, % at 20 µM; IC50 in µM for titrated hits. 200,000 tested, 0.007% active; in the data active = displacement above about 50%; note: a part of the inactive calls stands beside numbers as strong as those of hits
NOD1 inhibition = NOD1 signaling inhibitors, primary screen, cell-based, luminescence, uHTS (AID 1578); NOD1-driven NF-kB luciferase reporter cells, luminescence; higher % means a stronger effect; one-dose inhibition, % at 4 µM; EC50 in µM for titrated hits; 290,000 tested, 1% active; in the data active = inhibition mostly above about 36%, no sharp cut-off; inactive = mostly below about 34%;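 note: HEK-293T reporter cells stimulated with the NOD1 agonist gamma-tri-DAP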
KOR beta-arrestin-1 = kappa opioid receptor activators – cell-based, luminescence, uHTS, primary screen (AID 1777); one-dose activation, % at 10 µM; EC50 in µM for titrated hits; KOR beta-arrestin recruitment, luminescence; higher % means a stronger effect; 280,000 tested, 0.02% active; in the data active = activation above about 50%, passing the limit was not always enough; note: a part of the inactive calls stands beside numbers as strong as those of hits
TNAP activation fold = stimulation of alkaline phosphatase TNAP activity – biochemical, luminescent, no phosphate acceptor, uHTS, primary screen (AID 1001); purified TNAP, luminescent activation assay, no phosphate acceptor; higher activation fold means a stronger effect; activation fold at 20 µM; hits with a dose series show EC50 in µM; 200,000 tested, 0.03% active; in the data active = activation fold from about 3, or a potency from the dose series; inactive = the rest, 99 in 100 with activation fold below about 1.6; note: many of its hits are not listed in these tables
HEK293 NOD2/NF-kB = inhibition of NOD2-driven NF-kB reporter – cell-based, luminescence, uHTS, HEK293 (AID 1566). HEK293 NOD2/NF-kB luciferase reporter, luminescence; higher % means a stronger effect. inhibition, % at 4 µM, or EC50 in µM where a hit was titrated. 290,000 tested, 0.63% active; note: many of its hits are not listed in these tables
human PMI inhibitors = human PMI inhibitors, high substrate, primary screen, biochemical, fluorescence intensity, high mannose 6-phosphate (AID 1220); recombinant PMI enzyme, coupled fluorescence intensity; higher % means a stronger effect; inhibition, % at 20 µM, or IC50 in µM where a hit was titrated; 190,000 tested, 0.66% active
KOR beta-arrestin-2 = kappa opioid receptor blockers – cell-based, luminescence, uHTS (AID 1778). 290,000 tested, 0.091% active. KOR beta-arrestin recruitment, luminescence, antagonist mode; higher % means a stronger effect. one-dose inhibition, % at 10 µM; IC50 in µM for titrated hits; note: strong numbers were not always called active
PMI inhibitors = MPI enzyme activity inhibition – biochemical, fluorescence intensity, coupled assay, primary screen (AID 1209). inhibition, % at 20 µM; hits with a dose series show IC50 in µM. 190,000 tested, 0.42% active. purified PMI enzyme, coupled fluorescence intensity; higher % means a stronger effect;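 note: plate controls were DMSO vehicle for no effect and wells lacking substrate for full effect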
An asterisk follows results filed as active; nt = no result given; [ ] = remark or other dose. Cut-off read from the data, not from the text of the source, unless noted: active = inhibition above about 50%; inactive = the rest. These rows are one share of the data; rates above refer to the full screens.

nr	molecule	LYP phosphatase	XIAP displacement	NOD1 inhibition	KOR beta-arrestin-1	TNAP activation fold	HEK293 NOD2/NF-kB	human PMI inhibitors	KOR beta-arrestin-2	PMI inhibitors
1	COc1ccc(-c2cc(C(=O)Nc3cc(Br)ccc3O)no2)cc1	-10.8%	nt	-5.6%	-5.8%	nt	30.7%	nt	1.7%	nt
2	COc1cccc(/C=N/NC(=O)N/N=C/c2cccc(OC)c2O)c1O	-3.0%	nt	-22.8%	-4.8%	nt	5.6%	nt	-5.7%[20 µM]	nt
3	O=C(CSc1nnc(-c2cccnc2)n1Cc1ccco1)c1ccc(Br)cc1	-6.5%	-0.2%	-17.2%	nt	1.2	7.8%	3.4%	-2.9%	4.4%
4	Cc1ccc(OCC(=O)NC(=S)Nc2ccc(S(=O)(=O)Nc3cc(C)on3)cc2)c(Br)c1	2.4%	nt	8.7%	-2.2%	nt	14.6%	nt	1.7%	nt
5	Cc1ccc(OCc2ccccc2C)c([N+](=O)[O-])n1	-9.8%	nt	-20.2%	-4.3%	nt	-22.4%	nt	-33.0%	nt
6	CCC(COC)NCc1cn(-c2ccc(OC)cc2)nc1-c1cccc(F)c1 (stereo not given)	0.1%	-4.6%	-37.1%	nt	1	1.1%	-1.2%	-31.3%[20 µM]	2.6%
7	COc1ccc(NC(=O)C2CCN(c3cnccn3)CC2)cc1OC	-7.5%	nt	-14.4%	4.3%	nt	6.1%	nt	-47.3%	nt
8	CCN(Cc1ccccc1)C(=O)c1[nH]c2ccc(OC)cc2c1C	-0.7%	nt	-7.8%	-1.6%	nt	10.1%	nt	-4.0%	nt
9	CCCCCC(=O)Nc1c2c(nc3ccccc13)CCC2	1.0%	nt	18.2%	6.7%	nt	2.1%	nt	-25.1%	nt
10	O=C(CSc1nc(Nc2ccccc2)nc(N2CCOCC2)n1)N1CCc2ccccc21	0.3%	-4.3%	-17.4%	3.1%	1	19.4%	0.6%	5.2%	13.4%
11	CCOc1ccccc1C(=O)NC(C(=O)NCc1ccc(F)cc1)C(C)C (stereo not given)	-5.8%	-4.7%	2.1%	-0.6%	1.1	-5.0%	0.5%	-25.6%	2.3%
12	COc1ccc(/C=C/C(=O)c2c(C)nc3ccccn23)cc1	7.5%	-3.2%	7.2%	2.2%	1	-40.3%	1.8%	-10.1%	-3.5%
13	CCOc1ccc(NC(=O)c2ccc(S(=O)(=O)N3CCOCC3)cc2)cc1	-7.6%	nt	-17.1%	5.3%	nt	-13.0%	nt	-13.1%	nt
14	Cc1ccc(C(=O)NCC(=O)Nc2ccc(C)c(S(=O)(=O)Nc3ccc(Cl)cc3)c2)s1	1.9%	-1.3%	-1.3%	-1.1%	1.1	1.0%	13.4%	-259.2%[20 µM]	15.2%
15	Cc1ccc(Cc2cnc(NC(=O)C3CCCO3)s2)cc1 (stereo not given)	-1.6%	-1.2%	nt	-1.2%	1	-158.3%	-4.3%	-3.2%	-3.1%
16	COc1ccc(NC2CCCN(C(=O)CCc3cccc(F)c3)C2)cc1 (stereo not given)	-0.5%	nt	8.4%	-8.5%	nt	6.8%	nt	19.8%	nt
17	CCNC(=S)NNC(=O)c1ccccc1Cl	-4.5%	-1.5%	-11.3%	-1.9%	2.2	4.4%	2.7%	18.2%	1.6%
18	O=C(O)c1cc2c(cc1NC(=O)c1ccccc1OC(F)F)OCCCO2	-4.9%	nt	-10.7%	-1.2%	nt	-2.5%	nt	-8.4%	nt
19	Cc1ccc(OC(=O)c2cc(=O)c3ccccc3o2)cc1	1.4%	1.6%	-28.5%	-0.2%	1.1	-9.6%	-6.7%	nt	-14.5%
20	CCCCCn1c(SCc2cccc(C)c2)nc2c1c(=O)[nH]c(=O)n2C	8.7%	nt	0.5%	2.5%	nt	21.1%	nt	17.7%	nt
21	O=c1[nH]c(C2CCN(S(=O)(=O)c3ccc(S(=O)(=O)NC4CC4)cc3)CC2)nc2c1nnn2Cc1cccc(F)c1	6.4%	nt	-12.0%	1.7%	nt	5.5%	nt	16.5%	nt
22	COc1ccc(CCNC(=O)/C=C/C(=O)O)cc1	-6.9%	-0.9%	-0.6%	-5.6%	1	-9.2%	-1.9%	13.6%[20 µM]	-6.3%
23	Fc1ccc(NC(=S)Nc2cc(Cl)ccc2Cl)cc1	-3.2%	-2.6%	-26.4%	0.7%	0.9	-16.8%	7.3%	-77.9%[20 µM]	4.3%
24	CC(Cc1c[nH]c2ccccc12)C(=O)NCc1ccco1 (stereo not given)	-6.5%	nt	1.4%	0.2%	nt	-18.5%	nt	12.5%	nt
25	CCOC(=O)Nc1cc(NC(=O)OCC)c(C)nc1C	0.4%	nt	-8.7%	2.9%	nt	9.2%	nt	-8.3%	nt
26	CC(=O)Nc1cccc(OCCCNS(=O)(=O)c2ccc(F)cc2)c1	-10.2%	nt	0.4%	-2.6%	nt	21.0%	nt	11.1%	nt
27	S=c1nc[nH]c2c1cnn2Cc1ccccc1	-3.5%	nt	27.7%	3.9%	nt	19.9%	nt	-25.4%[20 µM]	nt
28	CCOc1cccc(=O)c2c(C)n(-c3ccc(C(=O)O)cc3)c(C)c12	-4.9%	-4.9%	-22.7%	7.8%	1	14.1%	13.1%	-14.0%	-20.5%
29	COc1ccc(C(=O)Nc2nnc(Cc3cccs3)s2)cc1OC	-1.9%	-3.3%	25.6%	17.4%	1.1	4.7%	1.5%	-0.1%	7.8%
30	O=C(NCc1ccccc1)C1=C[C@@H](c2ccc(Br)cc2)C[C@@H](OCc2ccc(CO)cc2)O1	2.8%	-3.0%	-2.6%	-0.3%	1.1	15.5%	55.2%*	13.7%	14.5%
31	O=C(CCS(=O)(=O)c1ccccc1)Nc1nc2c(s1)COc1ccccc1-2	-3.8%	-2.1%	30.1%	3.2%	1.1	7.0%	21.0%	17.5%	13.9%
32	CCn1nc(C)c(CN2CCC(Oc3ccc(C(=O)N4CCCC4)cc3)CC2)c1C	-12.0%	nt	-14.6%	-3.7%	nt	18.7%	nt	-18.9%	nt
33	C/C(=N\N(C)C)C1=C(O)c2ccccc2C1=O	-6.2%	-5.6%	-12.6%	7.9%	1	3.8%	5.8%	3.0%	-2.0%
34	Cc1cccc(C(=O)Oc2c(Br)cc(Br)cc2/C=N/NC(=O)c2ccncc2)c1	-3.2%	nt	-38.8%	-1.3%	nt	1.7%	nt	-12.2%	nt
35	O=C(Nc1cccc(Br)c1)c1ccccc1-c1ccccc1	-4.8%	-1.7%	10.1%	-3.1%	1	-1.0%	18.0%	-1.7%	17.7%
36	CC(C)(C)c1ccc(C(=O)CSc2n[nH]c(=O)[nH]c2=O)cc1	-2.5%	-4.8%	-6.5%	-4.9%	1.1	9.4%	-7.1%	-16.1%	-4.4%
37	C=CCn1c2ccccc2c2nn(C)c(=S)nc21	-0.2%	nt	-5.3%	1.7%	nt	-0.1%	nt	-8.1%	nt
38	CCC(C)NC(=O)C1CCC(CNS(=O)(=O)c2ccc3c(c2)CC(C)N3C(=O)C2CC2)CC1 (stereo not given)	-9.3%	nt	0.8%	13.0%	nt	18.0%	nt	-22.3%	nt
39	O=C(N/N=C/c1cccc(O)c1)c1cc(C2CC2)nc2ccccc12	-4.8%	nt	-1.5%	-4.7%	nt	33.5%	nt	6.7%	nt
40	c1ccc2c(c1)OCCc1c-2[nH]c2ccccc12	-5.1%	nt	-11.1%	-4.7%	nt	-14.3%	nt	-56.3%	nt
41	CC(OC(=O)CN(C)S(=O)(=O)c1ccc(Cl)cc1)C(=O)Nc1ccc(N2CCOCC2)cc1 (stereo not given)	3.2%	-1.4%	-31.5%	-5.8%	1.1	-6.4%	0.4%	15.7%	-3.1%
42	S=c1[nH]nc(-c2cc(-c3ccco3)[nH]n2)n1-c1ccccc1Cl	7.4%	-18.1%	-8.2%	-0.3%	1.4	15.1%	21.7%	-4.8%	10.5%
43	CC1CCc2c(C(=O)N3CCN(S(=O)(=O)c4cccs4)CC3)csc2C1 (stereo not given)	-3.7%	-7.8%	-3.9%	-4.6%	1	-6.5%	7.8%	12.9%	16.7%
44	C=CCn1c(SCC(=O)NCCc2ccccc2)nc2c([nH]c3ccccc32)c1=O	-13.6%	nt	-26.6%	-1.9%	nt	-6.2%	nt	13.1%	nt
45	Cc1cc(C(=O)NCC2CCCO2)n(-c2ccccc2)n1 (stereo not given)	-7.4%	-3.7%	3.8%	0.1%	1.1	6.3%	15.8%	-37.6%	7.5%
46	O=C(NCc1cn(-c2ccccc2)nc1-c1ccccc1)c1ccc([N+](=O)[O-])cc1	3.2%	-6.1%	-16.9%	-2.8%	1.1	2.9%	9.0%	24.2%	13.0%
47	Cc1cc(NC(=O)CN2CCOCC2)n(-c2ccccc2)n1	-8.8%	nt	-8.6%	2.3%	nt	-11.1%	nt	-2.7%	nt
48	CCCC(=O)NC(Nc1ccc(S(=O)(=O)Nc2cc(C)on2)cc1)(C(=O)OCC)C(F)(F)F (stereo not given)	-9.0%	-5.8%	8.0%	-4.0%	1.1	14.5%	-7.2%	7.5%	0.1%
49	O=C(c1ccco1)N1CCN(Cc2nc(-c3cccs3)no2)CC1	-3.7%	-3.4%	-20.2%	3.0%	1.1	-27.4%	9.1%	-6.6%	3.1%
50	COc1ccc(-c2noc(CCCC(=O)NC3CCCC3)n2)cc1OC	-11.5%	nt	-3.5%	-1.0%	nt	3.7%	nt	-6.3%	nt

The last four compounds of the part before come first, to join the parts:
nr	molecule	LYP phosphatase	XIAP displacement	NOD1 inhibition	KOR beta-arrestin-1	TNAP activation fold	HEK293 NOD2/NF-kB	human PMI inhibitors	KOR beta-arrestin-2	PMI inhibitors
47	Cc1cc(NC(=O)CN2CCOCC2)n(-c2ccccc2)n1	-8.8%	nt	-8.6%	2.3%	nt	-11.1%	nt	-2.7%	nt
48	CCCC(=O)NC(Nc1ccc(S(=O)(=O)Nc2cc(C)on2)cc1)(C(=O)OCC)C(F)(F)F (stereo not given)	-9.0%	-5.8%	8.0%	-4.0%	1.1	14.5%	-7.2%	7.5%	0.1%
49	O=C(c1ccco1)N1CCN(Cc2nc(-c3cccs3)no2)CC1	-3.7%	-3.4%	-20.2%	3.0%	1.1	-27.4%	9.1%	-6.6%	3.1%
50	COc1ccc(-c2noc(CCCC(=O)NC3CCCC3)n2)cc1OC	-11.5%	nt	-3.5%	-1.0%	nt	3.7%	nt	-6.3%	nt
51	O=C(NCc1ccccc1)C(c1ccco1)N(C(=O)c1csnn1)c1ccccc1 (stereo not given)	-9.8%	nt	-40.9%	0.6%	nt	-6.2%	nt	-30.8%	nt
52	O=C(Nc1nccs1)c1csc2c1CCCC2	-5.4%	-1.2%	-32.7%	-5.8%	1.1	-48.9%	5.6%	4.3%	4.5%
53	O=c1cc(-c2ccccc2F)nc(-c2ccccc2F)o1	1.3%	2.3%	-15.4%	0.4%	1.2	6.0%	-0.7%	-8.2%	7.5%
54	CN(C)c1ccc(C(=O)N2CCNC(=O)C2CC(=O)Nc2ccc(F)cc2)cc1 (stereo not given)	-7.3%	nt	-40.8%	8.5%	nt	5.8%	nt	7.7%	nt
55	CCC(CC)C(=O)Nc1ccccc1NC(C)=O	-4.3%	0.3%	-0.2%	-4.6%	1.1	-19.8%	2.2%	8.8%	-0.2%

Compound activity (PubChem BioAssay)
